CIT2 TOR yeast: modulators of CIT2-GFP expression in yeast, primary screen, S. cerevisiae, GFP fusion, multiplex flow cytometry, MLPCN library; 320,000 tested, 0.065% active; AID 2029, 2009; GFP response vs DMSO, % at 10 µM; S. cerevisiae CIT2-GFP strain, 3 h; 100 means same as DMSO wells;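 active = GFP response relative to DMSO above a set limit, near the screen mean plus 3 SD, cut at about 150% in these data; inconclusive = Fewer than 70 cells measured for a yeast strain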;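 also: ratio of well median GFP fluorescence to mean of DMSO wells on the plate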
VLA-4 inh: inhibition in human VLA-4 binding assay, primary screen, VLA-4 allosteric modulator project, MLPCN library, flow cytometry, VLA-4 expressing cells; ligand binding flow cytometry; inhibition, % (about 7 µM as worked out from the volumes in the protocol); 330,000 tested, 0.2% active; Integrin alpha-4 (Homo sapiens), P13612; in the data active = inhibition above about 50%
Bcl-xL primary: inhibitors of human Bcl-xL, primary screen, biochemical, fluorescence polarization, HTS; Bcl-2-like protein 1 (Homo sapiens), Q07817; GST-Bcl-xL / FITC-Bim BH3 peptide fluorescence polarization; inhibition, % at 10.9 µM; 320,000 tested, 0.7% active; AID 2129, 2009;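 active = inhibition above the mean of all tested compounds plus 3 SD, cutoff set per campaign, cut at about 30% in these data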;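 also: 0% = DMSO wells and 100% = unlabeled Bim-BH3 peptide competitor; inhibitors lower millipolarization by displacing the labeled peptide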
GRK2 inh: compounds blocking aptamer binding on GRK2 – biochemical, human GRK2, bead flow cytometry, HTS, primary screen; Beta-adrenergic receptor kinase 1 (Homo sapiens), P25098; FAM-aptamer displacement from GRK2; inhibition of aptamer binding, % at 10 µM; 330,000 tested, 0.59% active; AID 488847, 2010;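 active = inhibition of aptamer binding above 40%, roughly 3 SD of noise, on plates passing a quality check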;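 also: median bead fluorescence of bound FAM aptamer so fluorescent compounds give negative values; no value below 0 was filed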
Target sequence (P25098 whole entry, looked up): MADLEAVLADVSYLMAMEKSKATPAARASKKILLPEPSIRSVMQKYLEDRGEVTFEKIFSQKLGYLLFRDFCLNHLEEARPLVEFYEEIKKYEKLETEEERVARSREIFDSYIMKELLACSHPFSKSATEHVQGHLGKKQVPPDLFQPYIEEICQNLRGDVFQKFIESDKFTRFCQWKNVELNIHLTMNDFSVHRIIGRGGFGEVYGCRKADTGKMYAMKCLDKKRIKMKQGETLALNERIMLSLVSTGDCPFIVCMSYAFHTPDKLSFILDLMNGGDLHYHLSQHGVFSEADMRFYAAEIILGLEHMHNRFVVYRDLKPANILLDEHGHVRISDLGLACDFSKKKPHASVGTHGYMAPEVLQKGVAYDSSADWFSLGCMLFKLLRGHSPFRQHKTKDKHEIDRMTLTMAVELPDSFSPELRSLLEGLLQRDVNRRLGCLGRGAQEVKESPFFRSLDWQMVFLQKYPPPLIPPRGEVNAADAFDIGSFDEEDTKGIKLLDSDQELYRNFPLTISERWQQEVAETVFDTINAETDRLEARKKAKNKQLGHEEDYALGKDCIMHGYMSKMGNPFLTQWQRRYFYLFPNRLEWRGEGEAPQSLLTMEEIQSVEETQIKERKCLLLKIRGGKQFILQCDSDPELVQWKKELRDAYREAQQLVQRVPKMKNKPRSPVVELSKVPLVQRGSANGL
AGP1 TOR yeast: modulators of AGP1-GFP expression in yeast TOR pathway, primary screen, cell-based, multiplex flow cytometry, S. cerevisiae, MLPCN library; 3 h; GFP as percent of DMSO wells; GFP response vs DMSO, % at 10 µM; 320,000 tested, 0.02% active; AID 2066, 2009;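 active = GFP response relative to DMSO above a set limit, near screen average plus 3 SD, cut at about 150% in these data; inconclusive = fewer than 70 cells counted for the yeast strain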;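 also: median GFP channel fluorescence of the gated AGP1 strain per well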
MCL1-BIM inh: inhibitors of MCL1 binding to BIM-BH3, primary screen, biochemical, fluorescence polarization | AID 2057, 2009 | GST-MCL1 / FITC-Bim-BH3 fluorescence polarization | Induced myeloid leukemia cell differentiation protein Mcl-1 (Homo sapiens), Q07820 | inhibition, % at 10.9 µM | 320,000 tested, 0.68% active;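 active = inhibition above the mean inhibition of all tested compounds plus 3 SD, set per campaign, cut at about 40% in these data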;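 also: 0% = DMSO wells and 100% = unlabeled Bim-BH3 peptide control; higher means more loss of mP so more displacement of Bim peptide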
Target sequence (Q07820 whole entry, looked up): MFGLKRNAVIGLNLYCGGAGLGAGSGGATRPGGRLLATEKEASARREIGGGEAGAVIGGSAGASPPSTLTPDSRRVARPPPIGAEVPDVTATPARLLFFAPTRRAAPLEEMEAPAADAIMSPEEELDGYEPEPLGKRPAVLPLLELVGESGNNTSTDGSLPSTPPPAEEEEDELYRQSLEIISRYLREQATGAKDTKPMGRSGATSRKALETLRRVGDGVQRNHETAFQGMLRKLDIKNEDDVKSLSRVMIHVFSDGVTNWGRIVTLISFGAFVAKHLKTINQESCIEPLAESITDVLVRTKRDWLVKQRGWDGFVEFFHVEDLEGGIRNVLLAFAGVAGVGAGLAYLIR
MEX-5 binding: MEX-5 zinc finger RNA-binding disruptors – biochemical, C. elegans, fluorescence polarization, MLPCN library, primary screen. Zinc finger protein mex-5 (Caenorhabditis elegans), Q9XUB2. MEX-5/FITC-TCR2 RNA binding; active compounds read low. activity score (negative = inhibition of binding), % at 10 µM. 300,000 tested, 0.38% active. AID 1832, 2009;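 active = inhibition past about -25% in most replicates, and total fluorescence under double the plate's negative control median, limit read from the data; inconclusive = replicates evenly split on the limit, or fluorescence at least double controls; inactive = too little inhibition in most replicates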;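 also: 0% = DMSO and -100% = 5 µM competing unlabeled TCR2 RNA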
GLD-1 RNA inh: GLD-1/TGE RNA complex disruptors, primary screen, biochemical, fluorescence polarization; purified GLD-1 + fluorescein TGE RNA; inhibition, % at 5.96 µM; 320,000 tested, 0.44% active;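 active = percent inhibition above a per-plate cutoff, the plate mean of test compounds plus 3 SD, cut at about 30% in these data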;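 also: 0% = DMSO wells with GLD-1 and probe and 100% = wells lacking GLD-1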
Fam108B counter: mouse Fam108B serine hydrolase inhibitors, primary screen, counter-screen for RBBP9 inhibitor project, biochemical, fluorescence polarization | 300,000 tested, 0.33% active | inhibition, % at 9.51 µM | recombinant Fam108B, FP-Rh probe fluorescence polarization;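 active = inhibition above the screen mean inhibition plus 3 SD, computed separately per campaign, cut at about 18% in these data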;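 also: inhibitors lower polarization as less probe binds the enzyme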
Numbers without * were called inactive; ? = inconclusive; · = not tested or not shown; [ ] = dose if it differs, or a comment.

entry	structure	CIT2 TOR yeast	Fam108B counter	VLA-4 inh	GLD-1 RNA inh	GRK2 inh	Bcl-xL primary	AGP1 TOR yeast	MEX-5 binding	MCL1-BIM inh
1	CC[C@@]12C(=O)N(c3ccc(C)cc3)C(=O)N1[C@H](c1ccc(Br)cc1)[C@@H]1C(=O)N(C(C)(C)C)C(=O)[C@@H]12	84	1	1	0	0	6	93	0.7	11
2	CC(=O)Nc1ccc2[nH]c3ccccc3c2c1	95	3	-2	-5	0	5	97	0.4	3
3	CCc1ccc([C@@H]2CC=C(C(=O)O)[C@H](c3ccc(Cl)cc3)N2S(=O)(=O)c2ccc(C)cc2)cc1	124	-9	6	2	2	3	97	·	2
4	O=C(NC1CCCN(c2ccc(C(F)(F)F)cn2)C1)c1cc(Cl)ccc1F (centres undefined)	96	-2	10	6	0	-2	97	0.4	-3
5	C=CCNC(=O)c1cc2c(=O)c3ccccc3oc2nc1C	99	-3	-8	-15	2	-8	101	1.5	-30
6	Cc1c(C)n(C)c2ccc(C(=O)NCCCN(C)C3CCCCC3)cc12	98	0	23	1	0	4	98	1.5	9
7	COc1ccc(-c2oc3ccccc3c2C#CC(C)(C)O)cc1	85	·	28	4	0	-2	90	·	-9
8	COc1cc(NC(=O)c2ccc(S(=O)(=O)N(C)C)cc2)cc(OC)c1OC	99	3	6	8	0	4	104	-0.1	2
9	CCOC(=O)C1=NNC2(c3ccc(Cl)cc3)C(=O)N(c3cc(C)cc(C)c3)C(=O)C12 (centres undefined)	99	-14	-2	3	0	3	106	-0.1	6
10	O=S(=O)(Nc1ccc2c(c1)OCCO2)c1ccc(Br)s1	100	-9	23	5	0	3	100	1.6	-5
11	CC(Oc1ccc(Cl)cc1Cl)C(=O)Nc1ccc(S(=O)(=O)Nc2cnc3ccccc3n2)cc1 (centres undefined)	90	-4	14	-3	2	8	91	-0.8	4
12	C/C(=N\NC(=O)c1cc(O)ccc1O)c1cccc(NC(=O)c2ccc(Cl)cc2)c1	105	11	0	13	0	27	98	0.0	48*
13	Cc1cc(C)n2c(SCC(=O)N(C)C3CCS(=O)(=O)C3)nnc2n1 (centres undefined)	107	-1	3	1	13	12	100	-5.9	13
14	Cc1cccc(NC(=O)CCC(=O)N/N=C/c2ccncc2)c1	92	1	8	1	0	3	104	2.0	1
15	Cc1cccc(-c2n[nH]c(=S)n2C)c1	96	8	6	9	0	-14	98	-0.7	-20
16	O=C(CCl)Nc1cc(S(=O)(=O)N2CCOCC2)ccc1N1CCOCC1	100	6	5	4	1	6	104	2.0	6
17	Cc1cccn2c(=O)c3cc(C(=O)N4CCCCC4C)sc3nc12 (centres undefined)	133	·	31	4	4	9	112	·	4
18	CCOCCCNC(=S)NCCCNc1nc2cc3c(cc2cc1C#N)OCO3	93	3	34	-4	3	4	58	-1.3	3
19	COc1ccc(Oc2nc(C)cc(C)c2S(C)(=O)=O)cc1	86	-3	1	-4	3	-10	84	-0.8	-13
20	CCn1c(COc2cccc(C)c2C)nnc1SCC(=O)N1CCN(c2ccc(OC)cc2)CC1	·	-1	-5	5	0	2	101	2.6	4
21	COC(=O)c1cc(NC(=O)c2cc(C(C)(C)C)nn2Cc2ccc(F)cc2)ccc1N1CCOCC1	88	-1	13	2	2	-1	102	0.2	3
22	O=C1NCCN1C(=O)c1ccco1	96	-1	7	4	1	0	103	-0.1	-2
23	Cc1ccc2nccc(C(=O)N3CCCC(Nc4ccc(F)cc4)C3)c2c1 (centres undefined)	98	-4	7	0	0	2	94	-2.2	3
24	COc1cc(C(=O)O)nc(OC)n1	99	-3	10	3	1	3	113	3.8	-4
25	CCCCNC(=O)c1onc(CSc2cc(C)cc(C)c2)c1C(=O)NCCCC	111	-6	11	-1	6	4	99	0.3	5
26	COC(=O)c1ccccc1N=Nc1c(C)[nH][nH]c1=O	99	-3	4	-4	1	4	97	1.7	0
27	COc1ccc(Cl)cc1-c1nc(N)nc(NC2CCCCC2)n1	98	-2	14	8	0	3	105	-0.2	3
28	C=CCN(CC=C)S(=O)(=O)c1ccc(F)cc1	109	-1	1	2	1	1	84	1.3	0
29	Cc1[nH]c(=O)c(C#N)c(C)c1CCC(=O)N(C)CC(=O)Nc1ccc(Cl)c(Cl)c1	109	0	-2	8	0	-13	94	0.4	-18
30	Cc1occc1C(=O)NNC(=O)c1ccccc1C(=O)O	104	-4	-1	8	0	4	99	1.2	4
31	CC1C2=C(CC(C)(C)CC2=O)NC2=C1C(=O)CC(C)(C)C2	?	2	1	8	0	4	23[may fluoresce violet]	-1.2	-9
32	C=CCNCC(=O)NN=C(c1ccccc1)c1ccccc1	101	-7	17	3	1	4	103	1.5	12
33	CCCN(Cc1ccccc1)C(=S)Nc1ccc(C(C)=O)cc1	81	1	5	1	0	4	97	-1.0	3
34	COc1ccc2cc(C3(C)NC(=O)NC3=O)ccc2c1 (centres undefined)	98	-4	15	2	2	-1	101	2.9	1
35	CCCN1CCC(=O)N(CCOc2ccccc2)CC1	91	0	-2	1	1	3	91	3.1	5
36	COC(=O)CCC(=O)N1CCCC(CNS(=O)(=O)c2ccc(OC)cc2)C1 (centres undefined)	93	-5	-10	-5	2	0	97	-1.1	-9
37	CCc1ccccc1NC(=O)C1C2C=CC(O2)C1C(=O)O (centres undefined)	102	-2	7	1	3	12	100	0.9	7
38	O=C(CCCN1C(=O)/C(=C/c2ccccc2OC(F)F)SC1=S)Nc1cccnc1	99	·	-5	11	0	·	102	·	·
39	CC(C)CCNC(=O)NC(=O)COC(=O)CNC(=O)C1CCCCC1	96	8	-6	4	0	-4	104	0.7	2
40	Cc1c(Cl)cccc1NC(=O)Cn1cnc(S(=O)(=O)N2CCCC2)c1	104	-2	-7	7	1	6	103	-0.9	-2
41	CCN(CC)CCOC(=O)c1ccc(NC(=O)/C=C/c2cccs2)cc1	105	0	6	-1	0	4	102	1.5	7
42	CCOC(=O)c1cc(C(=O)c2cc(Br)ccc2O)coc1=N	96	5	3	-1	7	2	95	-0.3	0
43	O=c1cc(CSc2ccccc2)nc(-c2ccccc2)[nH]1	87	-2	0	9	3	5	104	2.6	0
44	S=C(c1ccccc1)N1CCN(C(=S)c2ccccc2)CC1	76	1	0	0	0	3	71	0.0	7
45	C#CCn1cc(/C=N/Nc2nc3ccccc3[nH]2)c2ccccc21	99	30*	10	2	0	0	116	0.7	4
46	CN(CC1COc2ccccc2O1)C(=O)c1cccc(S(=O)(=O)N2CCCC2)c1 (centres undefined)	98	·	-13	-2	0	1	108	·	1
47	O=C(CN1CCN(S(=O)(=O)c2ccccc2)CC1)Nc1ccc(Cl)cn1	98	3	17	5	3	-1	103	-0.8	-3
48	O=C(/C=C/c1ccc(Cl)cc1)N(Cc1cccs1)C1CCS(=O)(=O)C1 (centres undefined)	94	0	-7	1	0	-1	110	-0.4	5
49	COc1cccc(/C=C2\SC(=S)N(CCC(=O)Nc3ccc(O)cc3)C2=O)c1	97	2	17	0	0	10	96	-3.2	7
50	COc1cccc(C(C(=O)NCC2CCCO2)N(C(=O)Cn2nnc3ccccc32)c2ccc(NC(C)=O)cc2)c1OC (centres undefined)	91	1	5	-8	0	-3	97	2.8	-8
51	CN(c1ccccc1)S(=O)(=O)c1nnc(NC(=O)C2CCCCC2)s1	108	4	-4	1	4	2	102	-2.7	4
52	Cc1[nH][nH]c(=O)c1C(c1ccccc1[N+](=O)[O-])C(C#N)C#N (centres undefined)	102	3	10	2	0	12	104	1.5	8
53	O=C(NNC(=O)c1cccs1)c1csc(N2CCOCC2)n1	96	3	3	2	0	-2	97	-20	4
54	Cc1cc(C(=O)OCC(=O)Nc2ccc(S(=O)(=O)N3CCOCC3)cc2)c(C)o1	102	1	9	6	0	-3	106	-2.4	-2
55	COc1ccc(S(=O)(=O)N(C)CC(=O)Nc2ccccc2C(F)(F)F)cc1OC	93	0	-6	5	0	2	86	-4.7	-2
56	O=C(Cc1ccc(NC2=NC3CS(=O)(=O)CC3S2)cc1)N1CCN(c2ccc(F)cc2)CC1 (centres undefined)	102	3	-2	1	2	1	102	0.9	6

Later entries
entry	structure	CIT2 TOR yeast	Fam108B counter	VLA-4 inh	GLD-1 RNA inh	GRK2 inh	Bcl-xL primary	AGP1 TOR yeast	MEX-5 binding	MCL1-BIM inh
57	CCOC(=O)NN1C(=O)c2ccccc2NC1c1ccccc1F (centres undefined)	100	1	-4	0	6	6	109	0.7	-4
58	Cc1ccccc1Nc1nc(N)nc(CSCc2c(C)noc2C)n1	96	3	5	1	0	1	107	-11	1
59	O=C(Nc1cc(Br)ccc1O)C1CC(c2c(F)cccc2Cl)=NO1 (centres undefined)	96	-8	-5	7	3	-2	84	1.7	-8
60	COC(c1ccccc1)c1nnc(CCC(=O)N2CCCCCCC2)o1 (centres undefined)	105	3	-2	-2	2	8	109	-0.6	1
61	CCOC(=O)C1CCN(Cc2oc(CO)cc(=O)c2O)CC1	106	0	7	5	0	5	107	-1.5	5
62	CCCCCCCCCCOC(=O)c1csc2nnsc12	94	-3	5	-6	0	1	96	1.6	-5
63	CC(C)OCCCNC(=O)CCSc1ccc(Cl)cc1	105	1	-3	-2	0	0	103	-1.2	2
64	CC1(C)Cc2c(sc3c2C2=NCCN2C=N3)CO1	·	0	-8	5	0	16	98	-9.2	15
65	COc1ccc(S(=O)(=O)N2CCC(C(=O)NCCN3CCOCC3)CC2)cc1C	104	-1	-3	1	3	0	82	3.0	2
66	CN(C)C(CNC(=O)Cc1cccc(C(F)(F)F)c1)c1ccccc1 (centres undefined)	91	-7	-3	-2	0	0	90	-0.4	-6
67	O=C(NCCO)/C(=C\c1cccs1)NC(=O)c1cccs1	98	-4	6	6	2	3	98	0.1	-3
68	Cc1cc(=O)oc2c3c(cc(OCC(=O)N4CCC(C(=O)O)CC4)c12)OC(C)(C)CC3	103	3	25	0	4	5	103	-2.9	0
69	CC1CC(C)CN(C(=O)COC(=O)c2ccc3c(c2)OCCO3)C1 (centres undefined)	103	·	0	0	0	·	106	·	·
70	Cc1ccc(-c2noc(CSc3nnc(-c4ccncc4)n3-c3ccc(F)cc3)n2)cc1	98	2	4	0	0	-2	93	-0.7	-2
71	O=C(NCCS(=O)(=O)N1CCN(c2ccccc2)CC1)c1ccc2c(c1)OCO2	92	-3	4	3	2	4	101	-2.5	4
72	Cc1c(C(=O)N2CCOCC2)sc(NC(=O)c2ccccc2F)c1C#N	94	0	10	-11	0	2	89	0.5	4
73	Cc1ccc(NC(=O)CCn2cccc2)cc1F	84	-1	-8	-2	1	0	92	1.4	6

Assay outcomes as filed in PubChem.
